Source: PubChem BioAssay
iPSC survival up – enhancers of human iPSC single-cell survival; hiPSC single-cell survival, ATPlite luminescence; 100% = ROCK inhibitor wells, 0% = DMSO; survival enhancement, % at 20 µM; actives 0.044% (n = 360,000); in the data active = survival enhancement above about 18%;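 note: cells exposed to compounds for 16 hours before the ATP read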
HIF-2a block – HIF-2a inhibition | 786-0 RCC cells HIF-2a reporter, luciferase luminescence, overnight | inhibition, % at 18.8 µM | actives 0.72% (n = 360,000) | AID 624352;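 active = inhibition of the luminescence signal of 40% or more relative to plate controls, in a single-dose primary screen at 18.75 µM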
NR2E3 ag-1 – agonists of human nuclear receptor NR2E3; GST-NR2E3/biotin-RetCOR TR-FRET, 1536-well; inhibition of corepressor binding, % at 4.78 µM; actives 0.12% (n = 320,000); AID 2300;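 active = percent inhibition above the cutoff of mean plus 3 SD of all tested compounds, set per screening campaign, cut at about 20% in these data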;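 note: 0% = DMSO wells and 100% = biotin wells as full block of FRET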
Target sequence (Q9Y5X4 whole entry, looked up): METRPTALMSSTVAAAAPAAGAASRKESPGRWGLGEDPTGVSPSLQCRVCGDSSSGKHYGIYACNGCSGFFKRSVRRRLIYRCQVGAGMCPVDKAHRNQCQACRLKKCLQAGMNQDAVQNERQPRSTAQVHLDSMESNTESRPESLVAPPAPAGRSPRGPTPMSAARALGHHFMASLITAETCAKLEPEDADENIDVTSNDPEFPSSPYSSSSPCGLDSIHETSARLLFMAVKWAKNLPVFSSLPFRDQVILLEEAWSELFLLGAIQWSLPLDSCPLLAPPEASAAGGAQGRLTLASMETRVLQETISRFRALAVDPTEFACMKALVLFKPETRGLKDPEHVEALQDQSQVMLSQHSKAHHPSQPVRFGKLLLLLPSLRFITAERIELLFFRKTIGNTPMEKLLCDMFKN
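Test system: GST-NR2E3 and biotin-RetCOR proteins | Quantity: 1.35 nM GST-tagged NR2E3 final | Medium: Tris pH 7.5 | Also added: 7 nM biotin-RetCOR | Dosing: Compound at 4.8 µM, single dose | Timing: 5 h at 4 °C | Detection: Time-resolved FRET | Read-out basis: Percent inhibition | Benchmarks: Biotin wells as high control, 0.6% DMSO wells as low control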
CaV13 FRET inh – Primary screen for inhibitors of IQ motif and Ca2+-dependent inactivation inhibitor domain binding in CACNA1D, Förster resonance energy transfer in living cells, …; HEK cells, CFP/YFP FRET ICDI-IQ, plate reader, 10 min; percent FRET-ratio fall versus neutral wells; inhibition, % at 12.3 µM; actives 0.098% (n = 340,000); AID 743397;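 active = mean replicate inhibition of at least 30% and at least 1% of replicates passing that level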;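 note: 0% = median of the neutral control wells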
TRPM1 prom inh – inhibitors of MITF-driven TRPM1 promoter in melanoma cells | inhibition, % at 12.5 µM | SK-MEL-5 TRPM1 promoter luciferase, 24 h | actives 0.83% (n = 330,000);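 active = mean inhibition across replicates of 60% or more, whatever share of single replicates reaches that level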; note: values of inactives mirror those of a sister screen read the other way
Peg3 promoter – reduces Peg3 promoter-driven luciferase expression in HeLa; HeLa PEG-Prom luciferase reporter, luminescence, overnight; inhibition, % at 20 µM; actives 1.7% (n = 360,000);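 active = inhibition of at least 50% at 20 µM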
aDG glyco act – alpha-DG glycosylation activation. activation, % at 10 µM. Pro5-aDG cells, alpha-DG glycosylation AlphaScreen (IIH6); 0% Pro5, 100% B10-LARGE cell signal. AID 624168. actives 0.22% (n = 360,000);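 active = activation of at least 8% versus controls, or a plate z-score of at least 8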;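 note: Pro5 are CHO cells carrying HIG-tagged alpha-DG that lacks glycosylation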
Vif inh – inhibitors of HIV Vif; HEK293T cells, Vif self-association by quenched fluorescence, imaging, 24 h; inhibition, % at 7.49 µM; actives 0.35% (n = 340,000); in the data active = inhibition above about 50%, passing the limit was not always enough; note: some results filed as inactive read as strong as hits
NR2E3 ag-2 – human photoreceptor-specific nuclear receptor agonism | Q9Y5X4 | CHO-S Gal4-NCOR/VP16-NR2E3 two-hybrid, luciferase | inhibition of corepressor binding, % at 3.98 µM | actives 0.35% (n = 360,000) | AID 602229;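 active = inhibition above the mean of all tested compounds plus 3 SD, cut at about 70% in these data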;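 note: 0% = DMSO with NR2E3 transfected cells and 100% = cells lacking NR2E3 construct; higher means lower luciferase signal from less NR2E3 corepressor binding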
Granule exo inh – blocks lytic granule exocytosis; TALL-104 LAMP-1 surface exposure, flow cytometry; cells stimulated with thapsigargin and PMA; inhibition, % at 10 µM; actives 0.66% (n = 360,000); AID 651702;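 active = inhibition above about 55%, limit read from the data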
PDI turbidity – inhibitors of human protein disulfide isomerase; PDI insulin aggregation turbidity, A650, 90 min; inhibition, % at 10 µM; actives 0.052% (n = 350,000);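 active = mean inhibition across replicates of 30% or more, whatever share of single replicates reach that level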;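 note: absorbance from insulin aggregation driven by PDI reduction with DTT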
Target sequence (P07237 whole entry, looked up): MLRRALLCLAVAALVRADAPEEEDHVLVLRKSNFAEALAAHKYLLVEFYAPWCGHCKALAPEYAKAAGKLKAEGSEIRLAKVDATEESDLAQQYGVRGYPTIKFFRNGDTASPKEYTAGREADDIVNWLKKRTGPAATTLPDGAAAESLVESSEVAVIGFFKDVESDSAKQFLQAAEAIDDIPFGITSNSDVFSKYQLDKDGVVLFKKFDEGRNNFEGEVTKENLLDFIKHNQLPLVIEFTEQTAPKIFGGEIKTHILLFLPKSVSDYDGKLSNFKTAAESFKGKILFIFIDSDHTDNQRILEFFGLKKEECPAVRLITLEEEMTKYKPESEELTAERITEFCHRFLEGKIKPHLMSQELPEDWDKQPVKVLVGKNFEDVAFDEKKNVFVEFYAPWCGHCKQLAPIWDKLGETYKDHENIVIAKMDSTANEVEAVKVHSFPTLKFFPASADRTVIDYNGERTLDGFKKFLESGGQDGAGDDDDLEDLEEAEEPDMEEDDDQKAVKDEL
* hit, by the source's call; · = not tested or not shown; & = joins results of further samples.

The opening 5 compounds as a preview:
SMILES	iPSC survival up	HIF-2a block	NR2E3 ag-1	CaV13 FRET inh	TRPM1 prom inh	Peg3 promoter	aDG glyco act	Vif inh	NR2E3 ag-2	Granule exo inh	PDI turbidity
COc1ccccc1C(=O)NCCCNC(=O)c1cccnc1	-0.3	7.0	5.3	-2.6	·	-5.3	0.2	10.0	13.9	-2.3	0.9
CC(=O)Nc1cccc(-c2csc(C(O)c3cccc(Cl)c3)n2)c1 (configuration not stated)	1.6	-12.9	·	-7.7	·	3.0	0.5	·	6.5	-0.4	7.6
O=C(COC(=O)c1c[nH]c2ccccc12)Nc1ccc(F)cc1	-1.4	-11.0	1.2	-5.6	10.7	6.9	-0.5	-6.4	-31.8	-4.1	-6.3
COc1ccc(CCNC(=O)CSc2nc(N)c(C#N)c(-c3cccs3)c2C#N)cc1OC	0.2	20.1	3.1	-7.7	-3.0	20.5	0.1	-2.6	0.9	0.7	0.7
Cc1cccc(C(=O)Nc2cccc(C(=O)N/N=C/c3cccc(C)n3)c2)c1	3.7	-5.9	2.8	-18.5	-5.7	-14.2	0.3	40.7	3.4	-3.9	5.7

The listing, from the first entry:
SMILES	iPSC survival up	HIF-2a block	NR2E3 ag-1	CaV13 FRET inh	TRPM1 prom inh	Peg3 promoter	aDG glyco act	Vif inh	NR2E3 ag-2	Granule exo inh	PDI turbidity
COc1ccccc1C(=O)NCCCNC(=O)c1cccnc1	-0.3	7.0	5.3	-2.6	·	-5.3	0.2	10.0	13.9	-2.3	0.9
CC(=O)Nc1cccc(-c2csc(C(O)c3cccc(Cl)c3)n2)c1 (configuration not stated)	1.6	-12.9	·	-7.7	·	3.0	0.5	·	6.5	-0.4	7.6
O=C(COC(=O)c1c[nH]c2ccccc12)Nc1ccc(F)cc1	-1.4	-11.0	1.2	-5.6	10.7	6.9	-0.5	-6.4	-31.8	-4.1	-6.3
COc1ccc(CCNC(=O)CSc2nc(N)c(C#N)c(-c3cccs3)c2C#N)cc1OC	0.2	20.1	3.1	-7.7	-3.0	20.5	0.1	-2.6	0.9	0.7	0.7
Cc1cccc(C(=O)Nc2cccc(C(=O)N/N=C/c3cccc(C)n3)c2)c1	3.7	-5.9	2.8	-18.5	-5.7	-14.2	0.3	40.7	3.4	-3.9	5.7
CCc1nc2ccc(C(=O)O)cc2nc1CC	-1.7	-13.7	0.0	-4.3	3.3	-130.0	-0.3	-2.1	-24.1	1.4	-2.7
CCN(CC)C(=O)C1=C(C)N(CCCOC)C(=O)C(CC(=O)NC2CCCCC2)C1 (configuration not stated)	5.4	7.9	·	-7.0	·	-20.5	0.2	0.7	1.5	0.7	-14.5
Cc1ccc(C(=O)Nc2cccc(N(C)S(C)(=O)=O)c2)cc1S(=O)(=O)Nc1ccccc1	-1.4	-17.4	3.7	-6.6	0.8	7.8	-0.1	-12.5	-27.2	1.4	0.9
Cc1ccc(C)c(S(=O)(=O)N2CCCC2CNC(=O)C(=O)NCCc2ccco2)c1 (configuration not stated)	1.3	10.0	1.1	-6.8	6.9	28.3	-0.1	-9.1	-13.7	-5.4	-9.8
CCNC(=O)C1CCCN(C(=O)c2cccc(Cl)c2)CC1 (configuration not stated)	12.6	-2.9	·	-4.6	·	-5.6	0.1	-10.4	3.2	23.0	3.3
Cc1ccccc1OCCCC(=O)Nc1nccs1	0.0	-50.3	1.7	·	-10.3	-27.8	-0.1	-5.4	-5.1	-1.1	-0.9
c1ccc(-c2csc3ncnc(N4CCOCC4)c23)cc1	-0.4	20.3	1.1	-5.9	-0.7	2.8	0.0	3.7	-6.4	-0.8	6.4
N#Cc1c(NC(=O)C2CC(Cl)=CCC2C(=O)O)sc2c1CCCC2 (configuration not stated)	1.6	-0.9	2.7	-3.5	-0.8	-5.0	-0.7	2.5	-38.5	-0.1	-2.0
CCCCCCNC(=O)C(C#N)c1nc2ccccc2nc1N1CCOCC1 (configuration not stated)	-1.5	1.7	-1.4	·	3.0	4.8	-0.1	-4.3	20.0	-4.5	3.7
CCN(CC(=O)Nc1c(F)cccc1F)C(=O)c1cnc(C)cn1	1.2	2.4	4.0	-3.1	-5.9	-3.2	-0.1	7.5	-35.7	39.8	-0.6
CC(C)c1onc(C(=O)NC2CCCC2)c1[N+](=O)[O-]	3.9	9.6	-1.9	-3.1	-0.3	5.5	0.2	17.3	-16.1	-0.4	-8.6
COc1ccc(CC(=O)Oc2ccccc2[N+](=O)[O-])cc1	1.7	13.1	-1.1	-4.7	2.1	9.8	-0.1	-2.1	-19.9	-7.7	-10.6
O=C(O)CCC(=O)N1CCc2cc(S(=O)(=O)Nc3ccc4c(c3)OCCO4)ccc21	-0.9	14.1	1.6	5.7	·	-6.0	0.1	0.8	7.0	-4.7	·
CC(C)CCn1c(Oc2ccccc2Cl)nc2c1c(=O)n(C)c(=O)n2C	3.1	8.7	1.1	-5.4	0.9	11.7	0.0	19.1	-29.8	-2.4	-5.8
O=[N+]([O-])c1cccc(S(=O)(=O)NCc2ccncc2)c1	-0.3	15.4	-0.1	-4.2	21.5	6.9	1.5	-44.8	58.3	11.4	-4.9
CN(c1ccc(C(=O)NCCSC(C)(C)C)cc1)S(=O)(=O)c1ccccc1	-0.7	-28.1	1.2	-2.6	-5.0	-9.7	-0.6	3.2	-24.3	-0.3	0.4
Nn1c(SCC(=O)NC(=O)NCc2ccccc2)nnc1C1CC1	-0.4	-3.7	2.1	-2.0	1.2	5.0	-0.1	4.1	-29.6	-9.2	-11.2
O=C(Nc1ccc2c(c1)N(S(=O)(=O)c1cccs1)CCC2)c1c(F)cccc1Cl	0.3	23.7	0.0	-2.4	4.7	3.2	0.1	4.2	-18.6	-1.8	2.8
CC1=Nc2nc(N3CCCCCC3)c(C#N)c3c4c(nc(c23)N1)N(c1ccc2ccccc2c1)C(=O)C4	0.8	8.2	3.1	·	-8.8	14.0	0.0	·	1.0	-3.7	-1.9
Cc1cccc(NC(=O)C2CCCN(S(=O)(=O)c3c(C)nn(C)c3C)C2)n1 (configuration not stated)	-2.2	6.4	-0.3	-1.4	3.1	5.9	0.3	1.8	2.8	-4.7	·
C[C@@H]1CC=C[C@H]2[C@H]1C(=O)N(Cc1ccccc1)[C@H]2c1ccc(Br)cc1F	-2.4	26.3	1.0	-11.1	-0.4	10.4	-0.5	-1.4	-4.2	-7.7	-0.3
O=C(N[C@H]1/C=C\[C@@H](O)CCCC1)OCc1ccccc1	-1.8	-192.0	·	-6.9	-94.6	-256.0	-0.2	-2.3	-96.4	-3.0	-5.2
N#Cc1c(Cl)cccc1N1CCC(C(N)=O)CC1	-0.3	14.8	-1.1	-18.9	·	31.0	-0.1	0.5	-24.3	-4.4	17.7
O=C(Cc1ccc([N+](=O)[O-])cc1)N/N=C/c1ccco1	0.2	8.9	-1.0	-4.2	-4.2	8.6	0.1	-1.6	-2.8	-2.4	-3.3
Cc1ccc2c(c1)c(N=NC(N)=O)c(O)n2C	0.3	7.5	-0.3	-2.0	13.4	9.6	-0.3	8.0	-6.0	0.6	-0.7
O=C(NCc1ccco1)c1sc2cccc(F)c2c1Cl	-1.3	-385.1	0.6	-7.9	-65.7	-190.6	0.0	-12.8	-79.2	0.2	3.9
CC1(C)NC(=O)N(CC(O)Cn2nnc3ccccc32)C1=O (configuration not stated)	1.4	4.1	-1.4	-3.9	-7.5	10.6	0.7	-5.7	-24.0	-1.7	3.5
Cc1cccn2cc(-c3ccc(S(=O)(=O)N4CCOCC4)cc3)nc12	-3.1	-3.8	-0.7	-5.4	-0.5	11.0	-0.2	3.8	9.3	-3.4	-3.8
CC(=O)Nc1ccc(NC(=O)C2(C)Cc3c(-c4cccc(C(N)=O)c4)ccnc3O2)cc1 (configuration not stated)	-0.1	2.2	·	-4.6	·	-0.5	-0.2	3.6	-23.5	-3.2	-13.9
COc1ccc2c(C)nc(N/C(N)=N/S(=O)(=O)c3ccc(C)cc3)nc2c1	-1.2	13.1	-3.0	-8.7	-6.8	13.3	0.0	-3.6	39.4	0.4	-1.6
O=C(NCCCNc1ccc([N+](=O)[O-])cc1)C(F)(F)F	2.0	-7.5	-1.3	-3.5	-15.4	-2.9	0.3	-10.8	0.6	-3.0	3.2
Cc1onc(-c2c(F)cccc2Cl)c1C(=O)NC(=S)NC1CCS(=O)(=O)C1 (configuration not stated)	5.0	13.1	1.1	-4.5	2.8	-3.1	-0.2	1.8	-11.4	0.7	-0.6
CC(=O)OC1CCC2(C)C3CCC4(C)C(C(C)=O)CCC4C3CC3OC32C1 (configuration not stated)	-1.4	11.3	·	-4.9	11.6	17.9	-0.2	18.6	-42.9	1.7	1.9
O=[N+]([O-])c1ccc(N/N=C2/CCCCC2c2ccccn2)cc1 (configuration not stated)	-3.7	8.4	·	-5.3	3.5	2.0	0.6	1.0	-20.4	-0.8	-7.5
c1ccc2c(c1)C(=Nn1cnnc1)c1ccccc1-2	0.0	-11.4	-0.1	·	1.3	-11.9	0.0	13.7	-18.3	2.0	-10.0
CCCn1c(N)c(N2CCCCC2)c(=O)n(CC(=O)Nc2cccc(S(=O)(=O)N(C)C)c2)c1=O	3.1	7.2	·	-16.5	·	1.1	-0.1	-1.9	-6.6	-15.1	-0.9
CN1C[C@H](C(=O)N[C@]2(C)O[C@@]3(O)[C@@H]4CCCN4C(=O)[C@H](Cc4ccccc4)N3C2=O)CC2c3cccc4[nH]cc(c34)C[C@H]21 (some centres not stated)	-2.3&-1.9	-20.5&1.3	1.9&-0.3	-5.5&-5.3	3.5&-2.9	-15.3&-6.1	-0.2&0.4	0.7&6.0	-6.1&-14.8	7.9&6.8	5.7&10.3
O=C(N/N=C/c1ccc2c(c1)OCO2)c1ccn(Cc2ccc(Cl)cc2)n1	0.3	-29.3	·	·	-9.3	-32.4	-0.1	-1.6	17.2	1.4	6.6
CNC(=O)C(C)N1c2cccc3cccc(c23)S1(=O)=O (configuration not stated)	0.5	11.6	·	-1.5	-0.6	4.5	-0.3	2.8	-0.6	1.1	-4.8
O=c1[nH]n(CCO)c(=O)c2cccnc12	0.9	16.0	-1.1	-20.7	-9.9	7.3	0.1	-2.6	8.5	-1.0	11.9
CCCCN1C(=O)C(=O)N(CC(=O)Nc2cc(S(=O)(=O)N(C)C)ccc2C)C1=O	0.0	11.9	-0.3	-1.5	-1.9	4.1	-0.2	1.2	-1.9	4.4	2.4
Cc1ccc(CNC(=O)c2cc(S(=O)(=O)N3CCCC3)cn2C)cc1	0.0	13.1	-1.4	-8.1	3.8	15.6	0.1	2.7	-24.3	1.5	·
COc1ccc(N2CC(NC(=O)c3cccc4ccccc34)CC2=O)cc1OC (configuration not stated)	0.3	8.1	0.6	-4.0	-1.3	8.3	0.0	2.1	-7.1	-7.9	26.1
O=C(c1cc2ccccc2o1)N1CCN(S(=O)(=O)c2ccccc2)CC1	-0.4	-23.3	·	-6.6	-19.4	0.7	-0.1	0.9	17.8	-5.0	0.7
